# Screening results as filed in PubChem.
# Spn MK inh: S. pneumoniae MK inhibitors, primary screen, biochemical, PK/LDH-coupled NADH absorbance | purified MK, PK/LDH-coupled NADH absorbance 340 nm | 65,000 compounds, 0.48% hits | inhibition, % at 10 µM | mevalonate kinase [Streptococcus pneumoniae D39];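 active = ranked among the strongest by inhibition in the single 10 µM screen, a fixed top-ranked set picked for dose follow-up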; note: no value below 0 was filed
# Alkaline phosphatase: human TNAP enzyme inhibitors, biochemical, luminescent (AID 518); purified TNAP enzyme, luminescent substrate readout; higher % means a stronger effect; Alkaline phosphatase, tissue-nonspecific isozyme (Homo sapiens); 64,000 compounds, 0.09% hits; one-dose inhibition, % at 20 µM; IC50 in µM for titrated hits; in the data active = a potency from the dose series; inactive = the rest, 99 in 100 with inhibition below about 22%;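 note: plate controls were vehicle for no effect and reference inhibitor for full effect; many of its hits are not listed in these tables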
# DPM-DC inhibit: S. pneumoniae DPM-DC inhibitors, primary screen, biochemical, PK/LDH-coupled NADH fluorescence | diphosphomevalonate decarboxylase (Streptococcus pneumoniae D39) | purified DPM-DC | calls only at 10 µM | 65,000 compounds, 0.49% hits | AID 556, 2006;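 active = the 320 compounds with the highest percent inhibition in the single-dose primary screen, excluding strongly autofluorescent ones, cut at about 32% in these data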;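 note: kinetic rate of NADH fluorescence loss reporting ADP formed by the decarboxylase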
# Bfl-1 displacement: Bfl-1 inhibitors, primary screen, biochemical, fluorescence polarization, FITC-Bid, mouse (AID 432) | 64,000 compounds, 0.02% hits | Bcl-2-related protein A1 (Mus musculus) | one-dose displacement, % at 20 µM; IC50 in µM for titrated hits | FITC-Bid BH3 peptide fluorescence polarization displacement; higher % means a stronger effect; in the data active = a potency from the dose series; inactive = the rest, 99 in 100 with displacement below about 15%; note: strong numbers were not always called active
# LYP phosphatase: LYP phosphatase inhibitors, primary screen, biochemical, DiFMUP fluorescence, recombinant catalytic domain, 10 µM (AID 606); Tyrosine-protein phosphatase non-receptor type 22 (Homo sapiens); recombinant LYP catalytic domain, DiFMUP fluorescence; higher % means a stronger effect; inhibition, % at 10 µM, or IC50 in µM where a hit was titrated; 52,000 tested, under 10 active;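 active = IC50 under 40 µM in the dose-response test; inactive = IC50 of 40 µM or more, or never dose-tested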
# HT1080 viability: cytotoxicity in HT1080 fibrosarcoma cells, cell-based, fluorescence readout (AID 620); 87,000 compounds, 0.42% hits; one-dose cytotoxicity, % at 10 µM; EC50 in µM for titrated hits; HT1080 viability, fluorescence; higher % means a stronger effect;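 note: cells exposed to compound overnight then 4 h with Alamar Blue; 0% = vehicle DMSO and 100% = killing control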
# Spn PMK inh: S. pneumoniae PMK inhibitors, primary screen, biochemical, mevalonate pathway, pilot trial included; phosphomevalonate kinase (Streptococcus pneumoniae D39); inhibition, % at 10 µM; 65,000 compounds, 0.49% hits; purified PMK, PK/LDH-coupled NADH absorbance 340 nm;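 active = top-ranked compounds by inhibition in the single 10 µM screen, taking a fixed number of the strongest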;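 note: 0% = full reaction with DMSO carrier and 100% = background rate without enzyme reaction; no value below 0 was filed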
# HPDE-C7K KRASV12: cytotoxicity in KRAS-transformed pancreatic duct cells, primary screen, cell-based, fluorescence, HTS (AID 431); 63,000 compounds, 1.7% hits; cytotoxicity, % at 10 µM; hits with a dose series show EC50 in µM; HPDE-C7K KRASV12 cells, Alamar Blue viability, 48 h; higher % means a stronger effect;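 active = compounds whose percent cytotoxicity in the single-dose primary screen, scaled between solvent and toxic-drug controls, exceeds 50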;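 note: 0% = DMSO solvent wells and 100% = doxorubicin-treated wells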
# HPDE-C7 viability: cytotoxicity in HPDE-C7 cells, cell-based, fluorescence, HTS (AID 430); 63,000 compounds, 1.8% hits; cytotoxicity, % at 10 µM, or EC50 in µM where a hit was titrated; HPDE-C7 pancreatic duct cells viability, fluorescence; higher % means a stronger effect;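 note: cells exposed to compound for 48 hours before viability readout; 0% = vehicle and 100% = reference cytotoxic drug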
# Spn PMK inh pilot replicates: recorded beside Spn PMK inh, whose call it bears; inhibition, %; measured here: pilot screen replicates
# Spn MK inh pilot replicates: also measured in Spn MK inh; calls as there; inhibition, %; measured here: pilot screen replicates
# DPM-DC inhibit pilot screen %: also measured in DPM-DC inhibit; calls as there; inhibition, %; measured here: pilot screen trials
# Active calls of the source: *; i = inactive; · = no result given. Cut-off read from the data, not from the text of the source, unless noted: active = cytotoxicity above about 50%; inactive = the rest. Hits appear at their usual frequency, and some 3.6% of all compounds hit somewhere here.
SMILES,Spn MK inh,Alkaline phosphatase,DPM-DC inhibit,Bfl-1 displacement,LYP phosphatase,HT1080 viability,Spn PMK inh,HPDE-C7K KRASV12,HPDE-C7 viability,others
Cc1[nH]c(=O)[nH]c(=O)c1S(=O)(=O)N1CCCC(C(=O)N2CCN(c3ccccc3Cl)CC2)C1 (stereo not drawn),5,8%,i,-4%,5%,·,16,1%,-12%,
CN(Cc1ccccc1)c1nc2c(c(=O)n(C)c(=O)n2C)n1CCCc1ccccc1,5,13%,i,-11%,4%,-12%,6,5%,0%,
CCOc1ccc(S(=O)(=O)N(CC(N)=O)c2ccc(C)cc2)cc1,0,2%,i,-4%,14%,2%,0,-3%,0%,
COCC(=O)Nc1nnc(CCc2ccccc2)s1,0,23%,i,0%,6%,-3%,17,-9%,-3%,
CC1CCN(C(=O)C(Cc2ccccc2)n2cccc2)CC1 (stereo not drawn),4,-4%,i,1%,·,-5%,0,-14%,-11%,
COc1ccc(NC2=C(C(C)=O)C(c3ccc4c(c3)OCO4)C(C(C)=O)C(C)(O)C2)cc1 (stereo not drawn),8,7%,i,-9%,·,10%,13,10%,16%,
CC(=O)c1c(C)[nH]c(C(=O)NC2=NCCS2)c1C,0,1%,i,1%,18%,-4%,23,0%,-4%,Spn PMK inh pilot replicates=3.0;Spn MK inh pilot replicates=1.0;DPM-DC inhibit pilot screen %=0.5
Cc1nnc(NC(=O)c2cccc(F)c2)s1,8,15%,i,-7%,11%,-6%,1,1%,-2%,
O=C(OCc1cc2ccccc2[nH]c1=O)c1ccncc1,12,17%,i,0%,0%,-7%,8,10%,-2%,Spn PMK inh pilot replicates=2.5;Spn MK inh pilot replicates=0.0;DPM-DC inhibit pilot screen %=1.0
COc1ccccc1-n1cnnc1SC1CCOC1=O (stereo not drawn),0,5%,i,0%,9%,6%,6,12%,3%,
O=c1cc(NCc2ccco2)[nH]c(=O)n1-c1ccc(Br)cc1,7,9%,i,-3%,·,12%,8,10%,-5%,
CSC1=C(C#N)C(c2ccc(C)cc2)C2=C(CCCC2=O)N1 (stereo not drawn),1,16%,i,-4%,4%,6%,8,19%,17%,Spn PMK inh pilot replicates=3.0;Spn MK inh pilot replicates=0.5;DPM-DC inhibit pilot screen %=0.5
Cc1n[nH]c(=O)nc1N1CCc2ccccc2C1,20,10%,i,3%,-2%,-2%,0,-4%,-7%,
CN(C)CC(=O)c1ccc(-c2ccccc2)cc1,4,15%,i,-1%,·,-8%,0,-2%,-22%,
COc1ccccc1S(=O)Cc1ccc(C(=O)NCc2ccccc2Cl)o1 (stereo not drawn),7,7%,i,4%,-4%,-4%,10,-3%,0%,
Cc1ccc(-c2nc(-c3ccccn3)no2)cc1Cl,14,-1%,i,-6%,·,-2%,12,-17%,-4%,
CCn1c(=O)c(C(=O)Nc2nc3ccccc3[nH]2)c(O)c2ccccc21,5,6%,i,4%,1%,·,15,5.6µM*,4.1µM*,
Cn1c(=O)c2cc(S(=O)(=O)NCCC(=O)Nc3ccccc3F)ccc2n(C)c1=O,0,1%,i,-12%,-4%,10%,11,-11%,-12%,
COCCn1c(SCC#N)nnc1-c1ccc2c(c1)OCO2,4,8%,i,0%,-22%,-8%,0,2%,-4%,
COc1ccc(OCC(=O)N2CCN(C(=O)c3cccc4ccccc34)CC2)cc1,14,-5%,i,-2%,6%,-1%,2,2%,4%,
CC1CCCCN1C(=O)COc1ccc(NC(=O)c2ccco2)cc1 (stereo not drawn),0,4%,i,-2%,·,-7%,12,-3%,4%,
CCOc1cc(S(=O)(=O)N2CCOCC2)ccc1F,0,8%,i,-6%,-2%,-1%,3,-11%,2%,
CC(=O)N1c2ccccc2C(C)CC12CCCCC2 (stereo not drawn),0,11%,i,-10%,10%,·,0,-10%,-5%,
Cc1cc(C(F)(F)F)n2ncc(C(=O)O)c2n1,0,7%,i,4%,16%,-4%,0,6%,10%,
CN1CCN(CCCNC(=O)c2ccc(CSCc3cccc(Cl)c3)o2)CC1,0,-2%,i,-8%,·,-4%,7,-2%,-43%,

# Later entries.
SMILES,Spn MK inh,Alkaline phosphatase,DPM-DC inhibit,Bfl-1 displacement,LYP phosphatase,HT1080 viability,Spn PMK inh,HPDE-C7K KRASV12,HPDE-C7 viability,others
CCOP(=O)(c1ccc(N(C)C)cc1)C(O)c1cc(OC)c(OC)c(OC)c1 (stereo not drawn),4,18%,i,-2%,-4%,7%,11,-2%,6%,Spn PMK inh pilot replicates=1.0;Spn MK inh pilot replicates=0.0;DPM-DC inhibit pilot screen %=0.0
CC(=O)c1cccc(NC2c3ccccc3C(=O)N2Cc2ccc3c(c2)OCO3)c1 (stereo not drawn),3,4%,i,6%,-1%,-1%,0,7%,11%,
OC(CN1CCOCC1)CN1CCOCC1,3,0%,i,-14%,·,22%,0,13%,4%,
Clc1ccc(OCc2nnc3n2N=C(c2ccc4c(c2)OCCO4)CS3)c(Cl)c1,0,7%,i,-2%,·,9%,8,19%,25%,
COc1ccc(C)cc1NCc1cccc(OC)c1OC,47*,7%,i,-1%,17%,2%,0,4%,-2%,Spn PMK inh pilot replicates=2.5;Spn MK inh pilot replicates=1.0*;DPM-DC inhibit pilot screen %=2.0
Cc1ccc(-c2nc(NC(=O)CSc3nnc4scc(-c5ccccc5)n34)ns2)cc1,1,13%,i,-7%,1%,16%,0,-6%,-4%,
CCCN(Cc1ccccc1)C(=O)Nc1ccc2c(c1)nnn2C,13,7%,i,-2%,3%,-6%,6,0%,-4%,
COc1ccc(NC2CS(=O)(=O)CC2OC(=O)c2ccc(F)cc2)cc1 (stereo not drawn),7,11%,i,0%,14%,-12%,12,0%,-12%,
O=C(CN1C(=O)c2cccc3cccc1c23)NCc1ccc2c(c1)OCO2,2,14%,i,-3%,·,6%,0,·,·,
COc1ccc(N)cc1C#N,4,11%,i,5%,8%,4%,0,-5%,-4%,
NS(=O)(=O)c1ccc(CCNC(=O)c2ccccc2F)cc1,4,0%,i,7%,·,5%,9,-3%,1%,
COc1ccccc1N1CCN(CC(=O)c2c(C)[nH]c3cc(C)ccc23)CC1,0,13%,i,-7%,·,3%,1,37%,21%,
O=C(c1ccccc1F)N(Cc1ccc(F)cc1)C1CCS(=O)(=O)C1 (stereo not drawn),15,12%,i,7%,·,-22%,13,-12%,-31%,
CCOC(=O)C1CCN(C(=O)CN(c2ccc(OC)c(OC)c2)S(=O)(=O)c2ccccc2)CC1,71*,8%,i,0%,-8%,-10%,2,10%,-4%,
CC(=O)Nc1ccc(C(=O)n2nc(C)cc2C)cc1,0,2%,i,-9%,11%,-2%,0,3%,6%,
CN(C)c1ccc(NC(=O)c2cc3c(=O)n4ccccc4nc3n2C)cc1,8,4%,i,-53%,3%,0%,7,1%,13%,Spn PMK inh pilot replicates=3.5;Spn MK inh pilot replicates=0.0;DPM-DC inhibit pilot screen %=14
COC(=O)c1[nH]c2cccc(Cl)c2c1NC(=O)CN1CCN(CCO)CC1,0,6%,i,-2%,·,-6%,7,·,·,
CCn1cc(C2=NOC(C(=O)Nc3cccc(C(C)=O)c3)C2)c(C)n1 (stereo not drawn),0,-4%,i,-2%,9%,-10%,7,14%,-3%,
COc1ccc(C2C(C(=O)NCCN(C)C)c3ccccc3C(=O)N2C)cc1OC (stereo not drawn),8,4%,i,4%,·,-12%,5,-1%,-2%,
CCOC(=O)N1CCN(c2c(NCCN3CCCCC3CC)c(=O)c2=O)CC1 (stereo not drawn),0,0%,i,-6%,5%,6%,6,1%,0%,
CCOC(=O)Cc1nnc(NC(=O)c2ccccc2OC)s1,6,9%,i,1%,2%,-9%,12,13%,12%,
COCC(=O)NCCc1nc2ccccc2[nH]1,0,6%,i,7%,-9%,4%,13,-1%,-18%,
CC(C)N(Cc1nc(-c2ccccc2)no1)C(=O)CCCN1C(=O)c2ccccc2C1=O,4,8%,i,-4%,·,-7%,0,10%,-6%,Spn PMK inh pilot replicates=5.0;Spn MK inh pilot replicates=4.0;DPM-DC inhibit pilot screen %=2.0
Cc1csc2ncc(C(=O)NCc3ccccc3Cl)c(=O)n12,6,7%,·,-1%,-8%,2%,1,2%,5%,
Cc1cc(N(C)C)c(C#N)c(=O)[nH]1,8,7%,i,-7%,18%,23%,1,·,·,

# The listing continues.
SMILES,Spn MK inh,Alkaline phosphatase,DPM-DC inhibit,Bfl-1 displacement,LYP phosphatase,HT1080 viability,Spn PMK inh,HPDE-C7K KRASV12,HPDE-C7 viability,others
CCNc1nc(SCCOc2ccc(C)cc2)nc(N(C)C)n1,0,19%,i,-3%,·,2%,13,9%,2%,
C/C=C(\CS(=O)(=O)c1ccccc1)S(=O)(=O)c1ccccc1,4,13%,i,7%,-3%,-10%,8,42%,35%,Spn PMK inh pilot replicates=4.0;Spn MK inh pilot replicates=3.5;DPM-DC inhibit pilot screen %=1.5
c1ccc2c(c1)oc1c(NCCCN3CCOCC3)ncnc12,13,10%,i,-1%,·,5%,0,-1%,-9%,
COC(=O)Cn1cnc(=O)c(C#N)c1/C=C/N(C)C,0,6%,i,4%,·,-9%,0,5%,3%,
CCOC(=O)C1CCN(C(c2cc3cc(C)cc(C)c3[nH]c2=O)c2nnnn2C2CCCCC2)CC1 (stereo not drawn),7,4%,i,1%,·,1%,12,6%,2%,Spn PMK inh pilot replicates=2.0;Spn MK inh pilot replicates=0.0;DPM-DC inhibit pilot screen %=2.0
COc1cc(C(=O)Nc2ccc(-c3nc4cc(C)ccc4o3)c(O)c2)cc(OC)c1OC,0,-4%,·,3%,12%,-2%,3,25%,25%,
CCOCCOC(=O)C1=C(C)NC2=C(C(=O)CC(c3cccs3)C2)C1c1ccsc1 (stereo not drawn),4,0%,·,3%,-1%,5%,0,-22%,-14%,
CC(=O)OCCNC(=O)c1cc2ccccc2oc1=O,6,7%,i,-6%,-4%,7%,3,-3%,-3%,
COc1ccc(C(=O)n2nc(C)cc2C)cc1OC,1,12%,i,-10%,7%,·,0,-1%,-7%,
CCOc1cccc2cc(C(=O)N3CCc4ccccc43)c(=O)oc12,7,7%,i,-2%,20%,14%,10,13%,14%,
CC(=O)C1=C(C)Nc2ncnn2C1c1ccc(Cl)cc1 (stereo not drawn),4,3%,i,-7%,11%,3%,0,-6%,-1%,
CCOC(=O)CNC(=O)Cn1c(C)cc2ccccc2c1=O,11,6%,i,0%,7%,4%,13,4%,-13%,
